aSyn rescue: rescues yeast growth from alpha-synuclein toxicity; Potency, µM (series often up to 46.1 µM), without a hit: top-dose growth rescue (activation), hits mostly activators; actives 0.14% (n = 370,000); Yeast expressing alpha-synuclein, growth rescue, BacTiter-Glo, 24 h; further: % of control where 0% means no effect; nearly all actives have a fitted effect of over 65% in size
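Screening used galactose-induced yeast with toxic alpha-synuclein levels, exposed to compound for 24 hr at 30 deg C. Cell growth, read with BacTiter-Glo luminescence, gave the measured signal.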
EPAC2 ag: agonists of human EPAC2 (RAPGEF4); Q8WZA2; EPAC2 activation, biochemical qHTS; response scale: 100% = 6.5 mM cAMP response; Potency, µM (titrated, usually from 154 µM), for the others: at the highest dose activation, actives largely listed as activators; actives 0.079% (n = 360,000); AID 720711; further: nearly all actives have a fitted effect of over 50% in size
Target sequence (Q8WZA2 whole entry, looked up): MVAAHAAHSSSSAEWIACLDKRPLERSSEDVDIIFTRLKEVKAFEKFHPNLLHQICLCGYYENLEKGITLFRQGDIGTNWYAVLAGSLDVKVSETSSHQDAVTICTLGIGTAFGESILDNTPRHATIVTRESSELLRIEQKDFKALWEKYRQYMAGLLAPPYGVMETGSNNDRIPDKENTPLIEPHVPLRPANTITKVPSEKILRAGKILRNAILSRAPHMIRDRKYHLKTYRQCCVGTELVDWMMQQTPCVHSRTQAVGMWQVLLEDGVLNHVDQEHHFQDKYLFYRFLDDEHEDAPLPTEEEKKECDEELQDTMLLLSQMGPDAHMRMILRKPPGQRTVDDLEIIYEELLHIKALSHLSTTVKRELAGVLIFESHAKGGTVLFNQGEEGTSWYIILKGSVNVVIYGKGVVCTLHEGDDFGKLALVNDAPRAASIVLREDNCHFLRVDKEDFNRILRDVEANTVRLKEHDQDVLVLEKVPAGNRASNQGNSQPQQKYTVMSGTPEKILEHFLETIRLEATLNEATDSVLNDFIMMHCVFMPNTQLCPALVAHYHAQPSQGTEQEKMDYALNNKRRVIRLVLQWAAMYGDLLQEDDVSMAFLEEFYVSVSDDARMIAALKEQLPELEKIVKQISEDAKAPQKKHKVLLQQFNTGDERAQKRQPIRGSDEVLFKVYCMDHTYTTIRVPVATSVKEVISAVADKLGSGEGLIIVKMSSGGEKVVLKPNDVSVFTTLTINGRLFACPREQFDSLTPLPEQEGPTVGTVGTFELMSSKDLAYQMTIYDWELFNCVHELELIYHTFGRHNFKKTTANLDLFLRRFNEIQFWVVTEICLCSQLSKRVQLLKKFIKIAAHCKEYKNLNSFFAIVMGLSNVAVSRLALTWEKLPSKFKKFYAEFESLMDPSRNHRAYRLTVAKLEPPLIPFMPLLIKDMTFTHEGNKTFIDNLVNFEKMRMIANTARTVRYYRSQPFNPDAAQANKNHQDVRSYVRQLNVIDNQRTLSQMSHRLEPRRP
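Fluorescence exchange assay: 100 nM EPAC2 with 250 nM RAP1B-BODIPY-GDP and 50 uM GDP; compounds tested as a concentration-titration series (qHTS). Loss of Rap1-bound BODIPY-GDP fluorescence read at 480/540 nm; data normalized to 6.5 mM cAMP.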
EPAC1 antag: EPAC1 (human) antagonism; EPAC1 GEF assay, Rap1b-BODIPY-GDP exchange fluorescence; actives 0.14% (n = 360,000); O95398; Potency, µM (highest dose often 115 µM), without a hit: top-dose activity change, negative = inhibition, usual class: inhibitors;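 further: plate controls were vehicle for no effect and positive control for full effect; nearly all actives have a fitted effect of over 50% in size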
EPAC1 agonist: EPAC1 (human) agonism; O95398; EPAC1 agonist qHTS, biochemical assay; response scale: 100% = response to 6.5 mM cAMP; Potency, µM (doses to about 154 µM), inactives show at the top dose activation, most hits filed as activators; actives 0.073% (n = 360,000); AID 720707; further: nearly all actives have a fitted effect of over 60% in size
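Fluorescent GDP-exchange assay: 100 nM EPAC1 with 250 nM Rap1B preloaded with BODIPY-GDP and 50 uM GDP; compounds tested as concentration series, 5 min at room temperature, then read every 5 min for 30 min (ex 480/em 540 nm); normalized to 6.5 mM cAMP.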
FUS suppressor: suppressors of FUS proteinopathy in yeast; S. cerevisiae FUS-expressing, growth rescue, OD600, 24 h; Potency, µM (highest dose often 76.6 µM), for inactives: at the top dose growth rescue (activation), usual class: activators; actives 0.24% (n = 390,000); AID 1347120;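 further: plate controls were DMSO vehicle for no effect and reference control for full effect; nearly all actives have a fitted effect of over 55% in size; some results filed as inactive show a strong effect at the top dose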
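S. cerevisiae expressing FUS from galactose induction served as the toxicity model. Growth after 24hr at 30C, read as absorbance at 600 nm, indicates suppression of toxicity; compounds dosed at several concentrations.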
EPAC2 antagonist: EPAC2 (human) antagonism | Q8WZA2 | EPAC2 GEF exchange of Rap1B-BODIPY-GDP, fluorescence | Potency, µM (series often up to 114 µM), for inactives: at the highest dose activity, negative = inhibition, most hits filed as inhibitors | actives 0.18% (n = 360,000); further: on the % scale 0 is the no-effect control and ±100 the full control effect; nearly all actives have a fitted effect of over 45% in size; many of its hits are not listed in these tables
PTHR1 agonist: PTHR1 (human) receptor agonism | HEK293 GP2 PTHR1 cells, GloSensor cAMP luminescence, 1 h | Potency, µM (doses to about 115 µM), for inactives: at the highest dose activation, most hits filed as activators | actives 0.075% (n = 410,000); further: nearly all actives have a fitted effect of over 55% in size; some results filed as inactive show a strong effect at the top dose; inactives centre near -15; many of its hits are not listed in these tables
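HEK-293-derived GP2 cells expressing PTHR1 and a GloSensor cAMP reporter, 3,000/well, plated overnight, given luciferin plus IBMX (each 0.5 mM as added) for 1 h at 37 °C, then compound for 1 h at 37 °C. Luminescence was read after 15 min at room temperature.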
TDP43 rescue: TDP-43 toxicity inhibition in yeast | TDP-43 expressing yeast growth rescue, BacTiter-Glo, 24 h | Potency, µM (doses to about 46.1 µM), inactives show top-dose growth rescue (activation), most hits filed as activators | actives 1.8% (n = 410,000) | AID 652104; further: % of control where 0% means no effect; nearly all actives have a fitted effect of over 50% in size
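Galactose-induced TDP-43 yeast, OD600=0.02, compound pinned; 24 hr, 30 deg C; BacTiter-Glo luminescence for growth. Inhibitors of TDP-43 toxicity read as activators.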
* marks the source's active call; other numbers are inactive results; [ ] = another dose, or the depositor's remark. The call rests on the fitted dose curve; in most records, active means well fitted curve in the direction sought with a large enough effect; inconclusive means small, poorly fitted or top-dose-only effect, or another doubt; inactive means no such curve, though single readings can be large; an effect the other way counts as inactive or inconclusive. Potency means the concentration at half of the fitted maximal effect. An excerpt (hit frequency here may not be typical).

`O=C(Nc1nc2ccc(Br)cc2s1)c1ccco1` gave aSyn rescue -10%, EPAC2 ag 3%, EPAC1 antag 1%, EPAC1 agonist 1%, FUS suppressor 13%, EPAC2 antagonist -1%, PTHR1 agonist -32% and TDP43 rescue inconclusive.
CC1CCCC(C)N1C(=O)c1cc(F)c(F)cc1Cl (stereo not drawn) was read as aSyn rescue 1%, EPAC2 ag 3%, EPAC1 antag 3%, EPAC1 agonist 0%, FUS suppressor 8%, EPAC2 antagonist 2%, PTHR1 agonist inactive and TDP43 rescue -4%.
COc1cccc(NC(=O)Nc2cccc(-c3cn4cccnc4n3)c2)c1 was read as aSyn rescue 5%, FUS suppressor -11%, PTHR1 agonist -18% and TDP43 rescue 11%.
O=C(O)CN1C(=O)c2ccc(Oc3cccc4c3C(=O)N(CC(=O)O)C4=O)cc2C1=O was read as aSyn rescue 5%, EPAC2 ag 9%, EPAC1 antag -1%, EPAC1 agonist 3%, FUS suppressor -5%, EPAC2 antagonist 5%, PTHR1 agonist inactive and TDP43 rescue -11%.
`O=C(Nn1cnnc1)c1cc(Cl)cc(Cl)c1` gave aSyn rescue -2%, EPAC2 ag 5%, EPAC1 antag 0%, EPAC1 agonist 8%, FUS suppressor 14%, EPAC2 antagonist 6%, PTHR1 agonist inactive and TDP43 rescue -7%.
CCCCn1c(N)c(N(CC)C(=O)CSCC(=O)Nc2ccc(OC)cc2)c(=O)[nH]c1=O was read as aSyn rescue -5%, EPAC2 ag 6%, EPAC1 antag -2%, EPAC1 agonist 11%, EPAC2 antagonist -7%, PTHR1 agonist 9% and TDP43 rescue -6%.
Screening Cc1ccc(O)c(C(=O)c2cc(C#N)c(=O)n(-c3nccs3)c2)c1 returned aSyn rescue 4%, EPAC2 ag 112µM*, EPAC1 antag 58%[activator], EPAC1 agonist 40µM*, FUS suppressor 12%, EPAC2 antagonist 178%[activator], PTHR1 agonist -31%[inhibitor] and TDP43 rescue -5%.
For CSc1ccc(-c2nnn(Cc3ccccn3)n2)cc1 the results were aSyn rescue 10%, EPAC2 ag 2%, EPAC1 antag -25%, EPAC1 agonist 8%, FUS suppressor -30%, EPAC2 antagonist 7%, PTHR1 agonist -22% and TDP43 rescue inconclusive.
CCOC(=O)c1c(-c2ccccc2)csc1NC(=O)c1nn(CC)cc1Br was read as aSyn rescue -21%, EPAC2 ag 10%, EPAC1 antag -6%, EPAC1 agonist 7%, FUS suppressor 15%, EPAC2 antagonist -5%, PTHR1 agonist inactive and TDP43 rescue -4%.
Cc1cc(CNC(=O)COc2ccc(C)c(C)c2)c2ccccc2n1 was read as aSyn rescue 2%, EPAC2 ag 3%, EPAC1 antag -14%, EPAC1 agonist 8%, FUS suppressor 6%, EPAC2 antagonist 5% and PTHR1 agonist -29%.

Continued (three carried over from the part before).
For CSc1ccc(-c2nnn(Cc3ccccn3)n2)cc1 the results were aSyn rescue 10%, EPAC2 ag 2%, EPAC1 antag -25%, EPAC1 agonist 8%, FUS suppressor -30%, EPAC2 antagonist 7%, PTHR1 agonist -22% and TDP43 rescue inconclusive.
CCOC(=O)c1c(-c2ccccc2)csc1NC(=O)c1nn(CC)cc1Br was read as aSyn rescue -21%, EPAC2 ag 10%, EPAC1 antag -6%, EPAC1 agonist 7%, FUS suppressor 15%, EPAC2 antagonist -5%, PTHR1 agonist inactive and TDP43 rescue -4%.
Cc1cc(CNC(=O)COc2ccc(C)c(C)c2)c2ccccc2n1 was read as aSyn rescue 2%, EPAC2 ag 3%, EPAC1 antag -14%, EPAC1 agonist 8%, FUS suppressor 6%, EPAC2 antagonist 5% and PTHR1 agonist -29%.
Screening COc1ccc2c(c1)SCCC2=O returned aSyn rescue 0%, EPAC2 ag -7%, EPAC1 antag 0%, EPAC1 agonist 0%, FUS suppressor -21%, EPAC2 antagonist 2%, PTHR1 agonist -9%[57.5 µM] and TDP43 rescue 6%.
For Cc1ccc(OCCOc2ccc(Cl)cc2Cl)c([N+](=O)[O-])n1 the results were aSyn rescue 4%, EPAC2 ag 7%, EPAC1 antag 5%, EPAC1 agonist 8%, FUS suppressor 0%, EPAC2 antagonist 8%, PTHR1 agonist -35%[inhibitor] and TDP43 rescue 0%.
Screening CCOC(=O)N1CCC(Nc2c(NCCCN(CC)CC)c(=O)c2=O)CC1 returned aSyn rescue -8%, EPAC2 ag 5%, EPAC1 antag 27%, EPAC1 agonist 7%, FUS suppressor -15%, EPAC2 antagonist 3%, PTHR1 agonist inactive and TDP43 rescue 4%.
`COc1cccc(CNC(=O)c2ccc(OCC(=O)N3CCOCC3)c(OC)c2)c1` gave aSyn rescue -3%, EPAC2 ag 9%, EPAC1 antag -7%, EPAC1 agonist 7%, FUS suppressor -3%, EPAC2 antagonist -19%, PTHR1 agonist -11% and TDP43 rescue -22%.
Cc1ccc2nc(C(=O)N3CCCC(Nc4ccc(F)cc4)C3)cn2c1 (stereo not drawn) was read as aSyn rescue 1%, EPAC2 ag -6%, EPAC1 antag -12%, EPAC1 agonist 6%, FUS suppressor 15%, EPAC2 antagonist 4%, PTHR1 agonist inactive and TDP43 rescue -16%.
For O=C(N/N=C/C(Cl)=C/c1ccc([N+](=O)[O-])cc1)C(=O)Nc1ccccc1C(=O)O the results were aSyn rescue 1%, EPAC2 ag 9%, EPAC1 antag inconclusive, EPAC1 agonist inconclusive, FUS suppressor 26%, EPAC2 antagonist 14%, PTHR1 agonist inactive and TDP43 rescue -10%.
O=C(O)c1csc(-c2cccs2)n1 was read as aSyn rescue 3%, EPAC2 ag 6%, EPAC1 antag -7%, EPAC1 agonist 8%, FUS suppressor 9%, EPAC2 antagonist 4% and PTHR1 agonist inconclusive.
O=C(Nc1ccc2nn(-c3ccccc3)nc2c1)c1ccc(Br)o1 was read as aSyn rescue 1%, EPAC2 ag 2%, EPAC1 antag 12%, EPAC1 agonist 1%, FUS suppressor 43%, EPAC2 antagonist 8%, PTHR1 agonist -6%[57.5 µM] and TDP43 rescue 1%.
For CC1(NC(=O)/C=C/c2nc3ccccc3s2)CCS(=O)(=O)C1 (stereo not drawn) the results were aSyn rescue 0%, EPAC2 ag 5%, EPAC1 antag -21%, EPAC1 agonist 3%, FUS suppressor 11%, EPAC2 antagonist -3%, PTHR1 agonist -1% and TDP43 rescue 4%.
CC(=O)NC(C)(c1ccccc1)c1nc(-c2cc(F)cc(F)c2)cs1 (stereo not drawn) was read as aSyn rescue -10%, EPAC2 ag 17%, EPAC1 antag -16%, EPAC1 agonist -1%, FUS suppressor 24%, EPAC2 antagonist inconclusive, PTHR1 agonist inactive and TDP43 rescue 34%.
`Cc1ccsc1/C=C/C(=O)O` gave aSyn rescue -1%, EPAC2 ag 5%, EPAC1 antag 8%, EPAC1 agonist 8%, FUS suppressor -1%, EPAC2 antagonist 1%, PTHR1 agonist inactive and TDP43 rescue 26%.
C=CCOc1ccc(Br)cc1CNC(C)(C)C was read as aSyn rescue 0%, EPAC2 ag -2%, EPAC1 antag 1%, EPAC1 agonist -11%, FUS suppressor 2%, EPAC2 antagonist 13%, PTHR1 agonist inactive and TDP43 rescue -1%.
For COc1ccc(/C=C2\SC(=S)N(CCCC(=O)N3CCCCC3CCO)C2=O)cc1 (stereo not drawn) the results were aSyn rescue 14%, EPAC2 ag 14%, EPAC1 antag 1%, EPAC1 agonist 8%, FUS suppressor inconclusive, EPAC2 antagonist -4%, PTHR1 agonist inactive and TDP43 rescue 5%.
Screening CCSc1nnc(NC(=O)c2ccc(S(=O)(=O)N(C)C)cc2)s1 returned aSyn rescue 1%, EPAC2 ag 7%, EPAC1 antag -20%, EPAC1 agonist 6%, FUS suppressor -6%, EPAC2 antagonist 6%, PTHR1 agonist inactive and TDP43 rescue 16%[9.22 µM].
Screening O=C(Nc1ccc(Br)cc1)c1cccc(NC(=O)C2C3CC4OC(=O)C2C4C3)c1 (stereo not drawn) returned aSyn rescue 5%, EPAC2 ag 11%, EPAC1 antag 0%, EPAC1 agonist 23%, FUS suppressor inconclusive, EPAC2 antagonist -1%, PTHR1 agonist -4%[57.5 µM] and TDP43 rescue 7%.
Screening Cc1onc(-c2ccccc2Cl)c1C(=O)Nc1ccc(S(=O)(=O)NCC2CCCO2)cc1 (stereo not drawn) returned aSyn rescue 0%, EPAC2 ag 16%, EPAC1 antag 7%, EPAC1 agonist 9%, FUS suppressor inconclusive, EPAC2 antagonist 0%, PTHR1 agonist inactive and TDP43 rescue -14%.
Screening Oc1ccccc1C=NN=Cc1ccccc1Cl returned aSyn rescue 1%, EPAC2 ag 0%, EPAC1 antag -12%, EPAC1 agonist 10%, EPAC2 antagonist -2%, PTHR1 agonist -32%[inhibitor] and TDP43 rescue -12%.
`O=C(NCCC1=CCCCC1)C(c1ccccc1)c1ccccc1` gave aSyn rescue 3%, EPAC2 ag 4%, EPAC1 antag -10%, EPAC1 agonist 4%, FUS suppressor -3%, EPAC2 antagonist -1%, PTHR1 agonist -8%[57.5 µM] and TDP43 rescue -1%.
Screening C=CCn1c(-c2cccnc2Cl)nc2ccccc21 returned aSyn rescue 3%, EPAC2 ag 4%, EPAC1 antag -3%, EPAC1 agonist 7%, FUS suppressor 30%, EPAC2 antagonist 10%, PTHR1 agonist 1% and TDP43 rescue -23%.
`COc1ccc(-c2cc(=O)oc3c(C)c(OCC(=O)N(C)C)ccc23)cc1` gave aSyn rescue -24%, EPAC2 ag 12%, EPAC1 antag -1%, EPAC1 agonist 1%, FUS suppressor 33%, EPAC2 antagonist -8%, PTHR1 agonist 7% and TDP43 rescue 17%.
For Brc1ccc(CSc2ncn[nH]2)cc1 the results were aSyn rescue 14%, EPAC2 ag 5%, EPAC1 antag -6%, EPAC1 agonist 5%, FUS suppressor -1%, EPAC2 antagonist 4%, PTHR1 agonist inactive and TDP43 rescue inconclusive.
For O=C(O)c1ccc(N=Cc2c(O)ccc3ccccc23)cc1 the results were aSyn rescue 1%, EPAC2 ag 1%, EPAC1 antag -12%, EPAC1 agonist 7%, FUS suppressor -20%, EPAC2 antagonist -3%, PTHR1 agonist -21% and TDP43 rescue -34%[inhibitor].
For Nc1c([N+](=O)[O-])cnnc1-c1ccccc1 the results were aSyn rescue 1%, EPAC2 ag 3%, EPAC1 antag 3%, EPAC1 agonist 4%, EPAC2 antagonist 0%, PTHR1 agonist inactive and TDP43 rescue 20%.

Source: PubChem (National Center for Advancing Translational Sciences (NCATS))
